NPR1 activator: GC-A (human) enzyme activation; P16066; HEK293 GC-A cells, cGMP TR-FRET, EC30 ANP; 0% at EC30 ANP, 100% saturating ANP; activation, % at 10 µM; 370,000 compounds, 0.14% hits; in the data active = activation above about 40%
ADAM10 inh: inhibits human ADAM10 | O14672 | recombinant ADAM10, EDANS/DABCYL FRET peptide cleavage, 3 h | inhibition, % at 7 µM | 370,000 compounds, 0.62% hits | AID 720582;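 active = inhibition above a per-campaign cutoff equal to the mean of compounds falling between control-based bounds plus 3 SD, cut at about 20% in these data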;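 note: 0% = DMSO wells while the 100% control is not disclosed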
Target sequence (O14672 214-748 limits assumed): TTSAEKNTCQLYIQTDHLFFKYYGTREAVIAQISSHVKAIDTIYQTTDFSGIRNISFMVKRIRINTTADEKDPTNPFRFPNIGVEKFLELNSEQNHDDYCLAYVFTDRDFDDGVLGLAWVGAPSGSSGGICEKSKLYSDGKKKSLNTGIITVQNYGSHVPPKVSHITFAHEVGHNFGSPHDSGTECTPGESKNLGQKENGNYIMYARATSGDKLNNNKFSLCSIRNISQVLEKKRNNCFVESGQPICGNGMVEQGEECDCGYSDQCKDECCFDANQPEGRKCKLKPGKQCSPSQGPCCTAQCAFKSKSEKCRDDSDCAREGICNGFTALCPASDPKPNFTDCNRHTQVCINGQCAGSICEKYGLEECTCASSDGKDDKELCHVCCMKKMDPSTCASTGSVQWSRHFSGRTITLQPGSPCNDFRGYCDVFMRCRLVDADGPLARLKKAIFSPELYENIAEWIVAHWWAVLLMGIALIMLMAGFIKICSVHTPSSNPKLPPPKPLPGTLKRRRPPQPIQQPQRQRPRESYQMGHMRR
DAX1 inh-1: NR0B1 (DAX1) inhibition | P51843 | HEK293 Gal4-DAX1 luciferase reporter, luminescence | inhibition, % at 6.75 µM | 340,000 compounds, 0.99% hits | AID 504766;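 active = inhibition above the mean over all tested compounds plus 3 SD, cut at about 4.2% in these data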;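 note: 0% = DAX1-transfected cells with DMSO and 100% = empty-vector control cells with DMSO; inhibition shows as a rise in luminescence from relieved DAX1 repression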
Target sequence (P51843 207-470 limits assumed): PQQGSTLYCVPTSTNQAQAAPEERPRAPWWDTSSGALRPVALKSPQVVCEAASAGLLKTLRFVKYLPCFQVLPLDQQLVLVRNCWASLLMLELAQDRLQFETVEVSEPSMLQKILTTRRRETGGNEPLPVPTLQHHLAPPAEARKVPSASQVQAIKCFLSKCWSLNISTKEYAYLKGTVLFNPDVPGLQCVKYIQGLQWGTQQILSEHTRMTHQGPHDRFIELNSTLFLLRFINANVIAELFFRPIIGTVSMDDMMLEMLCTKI
ssDAF-12 act: activates DAF-12 receptor from parasite S. stercoralis. activation, % at 6.8 µM. 370,000 compounds, 1% hits. HEK293 ssDAF-12/GRIP1 lit1-tk-luc reporter, luminescence; % of 3 µM dafachronic acid response;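 active = activation above the mean over all tested compounds plus 3 SD, cut at about 0.9% in these data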;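 note: 0% = DMSO-only wells and 100% = 3 µM delta7-dafachronic acid wells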
SMARCA2 activ: SMARCA2 function activation, primary screen; 370,000 compounds, 1% hits; MG213 cells, MMTV-luciferase reporter, dexamethasone, overnight; activation, % at 9.1 µM; in the data active = activation above about 7.8%;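 note: 0% = vehicle wells and 100% = reference activator wells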
sPLA2-III inh: Inhibits HGIII-sPLA2 liposome hydrolysis, primary screen | Q9NZ20 | QFRET BODIPY PC-A2 liposome hydrolysis, fluorescence | inhibition, % at 12.2 µM | 370,000 compounds, 0.56% hits | AID 743126;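 active = inhibition above mean plus 3 SD of compounds lying within the high and low control bounds, cut at about 19% in these data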;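 note: 0% = median of test compound wells and 100% = no enzyme DMSO wells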
NPR2 activator: GC-B (human) receptor activation. P20594. HEK293-GC-B cells, CNP EC30, cGMP TR-FRET; 0% at EC30 CNP, 100% saturating CNP. activation, % at 10 µM. 370,000 compounds, 0.11% hits. AID 1920062;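 active = activation at 10 µM reaching about 35% in either raw or pattern-adjusted values, limit read from the data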
hgDAF-12 ag: activates the H. glycines DAF-12 receptor ligand-binding domain; HEK293 GAL4-hgDAF12 UAS-luciferase reporter, agonist luminescence; normalized to butyrate control; activation, % at 6.8 µM; 370,000 compounds, 1.8% hits; AID 687014;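 active = activation above a cutoff set at the mean of all screened compounds plus 3 SD, cut at about 10% in these data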;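 note: 0% = DMSO wells and 100% = sodium butyrate wells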
DAX1 inh-2: DAX1 (NR0B1) inhibition, primary screen. HEK293T StAR-luciferase reporter, SF-1/DAX-1 repression relief. inhibition, % at 6.8 µM. 370,000 compounds, 1.1% hits. AID 652010;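 active = inhibition above the mean over all tested compounds plus 3 SD, cut at about 3.6% in these data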;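 note: 0% = DAX-1 cells with DMSO and 100% = cells lacking DAX-1 with DMSO; higher inhibition means more luminescence from relief of DAX-1 repression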
hcDAF12 agonist: H. contortus DAF-12 activation, primary screen | HEK293 hcDAF-12 lit1-tk-luc reporter, luminescence; 0% DMSO, 100% Δ7-dafachronic acid | activation, % at 6.8 µM | 370,000 compounds, 1.4% hits | AID 652067;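 active = activation above the mean of all tested compounds plus 3 SD, cut at about 5.5% in these data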;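 note: 100% = response to 3 µM Δ7-dafachronic acid high control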
GAA850 FXN act: activators of GAA850 frataxin (FXN) promoter. HEK293 lucGAA850 FXN promoter luciferase reporter, 24 h; percent of 10 µM SAHA response. activation, % at 6 µM. 360,000 compounds, 0.56% hits;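 active = activation above the average of all compounds screened plus 3 SD, cutoff fixed separately per campaign, cut at about 7.5% in these data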;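 note: 0% = DMSO wells and 100% = 10 µM SAHA wells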
An asterisk follows results filed as active; x = not tested or not shown. An unsorted share of the library; overall some 6.6% were active at least once.

Values run as follows: NPR1 activator, ADAM10 inh, DAX1 inh-1, ssDAF-12 act, SMARCA2 activ, sPLA2-III inh, NPR2 activator, hgDAF-12 ag, DAX1 inh-2, hcDAF12 agonist, GAA850 FXN act
O=C1c2cc3ccccc3c(-c3ccccc3)c2C(=O)N1c1ccccn1
 : -8, -15, -0.7, -0.9, 6, 1, -9, 1.0, 0.0, -1.6, -0.5
Cc1cccc(NC(=O)/C(C#N)=C/c2cccc([N+](=O)[O-])c2)n1
 : -27, -28, -0.5, -1.2, -2, -23, -12, -0.1, -0.8, 0.8, 0.0
Cn1c(=O)n(CC(=O)Nc2ccc(F)cc2)c2ccccc21
 : -1, -9, 2.2, -0.8, -2, 6, -1, -1.3, -0.5, -2.1, -1.1
Cc1nc2ccccc2nc(=O)c1NNc1ccccc1
 : -5, 8, 1.0, -0.1, 4, -3, -5, 8.7, 1.0, 2.0, 2.5
O=C(COC(=O)c1cc[n+]([O-])cc1)Nc1ccc(Cl)cc1Cl
 : 0, -5, -0.3, -1.1, -2, 3, 1, 4.5, -0.3, -1.1, 1.5
O=C(c1ccccc1)c1nc2ccccc2[nH]c1=O
 : 2, -41, -1.5, -1.7, -1, -3, -6, 1.1, -1.0, -0.9, 2.3
Cc1noc(C)c1COC(=O)Cn1c(C)nc2ccccc21
 : 5, 1, 0.0, -1.5, -2, 5, -1, -1.7, 0.5, -0.1, -0.8
COc1ccc(OC)c(CCNC(=O)CCc2nnc3ccc(N4CCCC4)nn23)c1
 : -15, -2, -0.4, -0.8, -1, 3, -9, -0.9, -0.4, 1.8, -3.1
O=S1(=O)CCC(NC(=S)SCCOc2ccccc2)C1 (centres undefined)
 : 4, 1, 0.8, -0.8, -1, -1, 2, 1.5, -0.4, -1.0, -1.0
Cc1ccc(S(=O)(=O)NCC(c2ccco2)N2CCc3ccccc32)cc1 (centres undefined)
 : -18, 4, 0.8, -1.1, -3, -13, -16, -2.3, -2.2, -1.3, 2.5
CCCCS(=O)(=O)N1C2=NC(C(=O)OCC)=C(C(=O)OCC)C3N(Cc4ccc(Br)cc4)c4ccccc4[C@]23C[C@H]1C(=O)OC (some centres undefined)
 : -1, -9, x, -0.6, -2, 6, 12, 1.4, -0.2, 2.0, x
Cc1ccc(C(=O)Nc2ccc3cn[nH]c3c2)cc1S(=O)(=O)N1CCOCC1
 : -2, 4, 0.5, 0.1, 6, -8, -2, 6.4, 0.8, 4.6, 3.7
CC1(C)OC(=O)C2=C(CC(CCc3ccccc3)OC2c2ccccc2)O1 (centres undefined)
 : 0, -8, 1.7, -1.1, -3, 6, 0, -3.1, -1.4, -0.4, 0.3
O=C(Nc1nc(-c2ccco2)c(-c2ccco2)s1)c1ccco1
 : 0, -21, 1.6, -0.9, 1, -7, -5, -0.1, -1.4, -2.0, 4.8
CC(C)(C)CN1CCNC(=O)C1CC(=O)NCc1cccc(-n2cccn2)c1 (centres undefined)
 : -6, -12, 0.7, -1.5, -1, 11, 3, 1.8, -0.2, -1.5, 0.8
Cc1cccc(N2C(=O)SC(SC(=Nc3ccccc3)Nc3ccccc3)C2=O)c1 (centres undefined)
 : 5, -1, -0.5, -0.8, 3, -17, 3, 12*, 1.9, 2.1, 4.9
O=C(Nn1c(C2CC2)nc2ccccc2c1=O)c1ccco1
 : 6, -5, 1.4, -0.9, 0, 0, 0, -2.0, -0.2, -0.5, 2.7
Nc1cc(=O)[nH]c(SCC(=O)Nc2ccc(S(=O)(=O)N3CCCCC3)cc2)n1
 : 4, 3, -0.4, -0.8, 1, 2, -4, -4.3, -0.3, -0.6, 1.0
CN(C)/C=C/C(=O)c1cnc(-c2ccccn2)s1
 : -3, 1, 0.8, -1.4, 4, -5, -4, -4.1, 1.1, -0.2, 4.6
Cn1cccc1C(=O)C(=O)Nc1ccc(F)c(F)c1
 : 7, -1, 3.5, 1.8*, 7, 1, 0, 15*, 4.9*, 5.0, 4.2
COc1ccc(NS(=O)(=O)c2ccc(C)c(C(=O)NCC(c3ccco3)N3CCCCC3)c2)cc1 (centres undefined)
 : -3, 9, -1.0, -0.9, -2, -10, 6, -0.3, 0.3, -2.0, 1.0
CCn1c(O)c(/C=C2\C=Nc3ccccc32)sc1=Nc1ccccc1
 : x, -1, -0.4, -1.0, 2, 0, x, 4.3, 1.0, -0.8, 13*
COc1ccc(CCNC(=O)CN(c2ccccc2)S(C)(=O)=O)cc1
 : 0, 2, -0.9, -0.6, -1, -3, 1, -1.1, -0.3, -1.3, 0.1
Cc1ccc(O)c(C2=Nc3ccccc3N=C(c3cccc([N+](=O)[O-])c3)C2)c1
 : 3, -16, 2.2, -0.5, 8.7*, -1, 0, 7.0, -1.4, 2.6, 5.3
Cc1cc2nc(-c3cc(N4CCOCC4)ccc3[N+](=O)[O-])ccn2n1
 : -3, 1, 0.8, -1.8, -3, 5, 3, 0.1, -1.0, 0.0, -0.2
CC(C)C(NC(=O)c1ccco1)C(=O)NCc1ccc(C(=O)O)cc1 (centres undefined)
 : 8, -4, 1.9, -1.1, 5, 4, -4, 1.2, -0.2, -0.7, -0.2
COc1cccc(CC2(CO)CCN(Cc3cnc(-c4cccc(C)c4)nc3)CC2)c1
 : -18, 8, -1.6, -2.1, -7, -22, -11, -3.8, -2.0, -1.9, -1.0
COCCN1C(=O)C2=C(C1=O)C1N(C)c3ccccc3[C@@]13C[C@@H](CO)N(C(=O)CCC(=O)OC)C3=N2 (some centres undefined)
 : 1, -4, x, -0.7, -2, -3, -8, -0.9, -0.4, 1.0, x
CC1c2ccccc2N(S(=O)(=O)c2ccccc2)C1C (centres undefined)
 : -4, 3, 1.4, -1.1, -3, -2, 1, 0.2, 0.0, -1.6, 0.0
CCN(CC)c1ccc(NC(=S)NC(=O)c2cccs2)cc1
 : 0, 0, 2.8, -1.3, 6, 13, -5, 11*, 3.0, 3.1, 3.2
O=C(c1ccc(F)cc1)N1CCC(O)(c2cccnc2)CC1
 : 1, 3, 0.4, -0.8, 2, 9, -7, 0.3, -0.2, -0.7, -1.3
CCCC(NC(=O)CCl)c1ccccc1 (centres undefined)
 : 0, 4, -0.8, 0.1, 1, 5, 2, -2.6, -2.0, 0.9, -3.7
O=C(CCN1C(=O)C2C3C=CC(C3)C2C1=O)Nc1ccccn1 (centres undefined)
 : 1, 1, 0.4, -1.3, 7.8*, -4, 3, 2.7, -0.8, -1.5, 0.6
CCC(CC)C(=O)NCCCCc1ccccc1
 : 2, 1, -0.9, -1.1, -2, -5, 2, 2.1, -0.5, -1.6, 2.1
CC(C)[C@H]1COC(NC2=N[C@@H](C(C)C)CO2)=N1
 : 1, -5, 4.2, 0.0, 0, 8, 7, -1.5, -0.7, -1.0, -0.9
CCCc1nc2ccc(C)cn2c1Cc1ccccc1C(F)(F)F
 : -3, -30, x, -1.6, -1, -4, 2, 1.5, -0.9, -1.0, x
O=C(COC(=O)c1ccc(CO)cc1)c1ccc(S(=O)(=O)N2CCCCC2)cc1
 : 0, -17, -0.3, -2.0, -3, -14, 0, -2.0, -0.7, -0.8, 0.2
O=C(CCCCCNC(=S)Nc1ccccc1)C[N+](=O)[O-]
 : -2, 6, 1.0, -1.0, 2, -1, 0, 1.1, -0.4, 2.4, 0.8
CCCCCCCCCc1conc1C(=O)/C=C/c1oc2c(c1C)CCC(C)C2 (centres undefined)
 : 3, 0, x, -1.5, 9.0*, -9, 2, -0.5, 3.5, 0.7, x
COCC(=O)Nc1cc(C(=O)NCCc2ccccc2)ccc1Cl
 : -6, -1, 1.3, -0.7, 5, -3, -4, 7.8, 5.7*, 5.8*, 2.2
CN(c1ccc(F)cc1)S(=O)(=O)c1ccc(Cl)c(C(=O)NCC2(N3CCOCC3)CCCCC2)c1
 : -3, -4, -1.8, -1.3, 3, -5, -2, -0.7, -3.7, -3.3, -3.0
CCOC(=O)c1nnn(-c2nonc2N)c1C
 : 2, -3, -1.2, -1.7, -2, 1, 0, -0.1, 0.7, -0.4, 1.0
CC(C)C(=O)Nc1c2c(nn1-c1ccc(F)cc1)CS(=O)(=O)C2
 : 0, -3, -1.2, -0.9, 0, 2, 3, 1.4, -0.1, 1.4, 0.8
CNC(=O)NC(=O)Cn1cnc2sc(-c3ccccc3)cc2c1=O
 : -8, -1, x, -0.9, -2, 1, -5, 2.0, -0.4, -1.6, 0.1
CC(C)CCNC(=O)C(c1ccncc1)N(CC1CCCO1)C(=O)Cn1nnc(-c2ccc(F)cc2)n1 (centres undefined)
 : 0, 2, 1.7, -1.6, 1, -9, 4, 1.3, -0.1, 1.6, -0.3
COc1ccc(OC)c(CN2CCC(C(=O)N3CCN(c4ccccc4F)CC3)CC2)c1
 : 2, -3, -0.2, -1.4, 1, -8, -6, -1.4, -0.5, -0.1, -0.5
COC(=O)c1ccccc1NC(=S)NC(=O)c1ccc(C)cc1
 : 2, -11, -0.1, 0.2, 0, 1, 2, 9.6, 0.6, 7.4*, 1.3
O=C(CCSc1nnc(-c2ccco2)o1)N1CCOCC1
 : -2, 0, 0.4, -0.9, -1, 5, -1, -1.3, 0.2, 0.2, -0.1
CCOc1ccc2nc(N(CCN(CC)CC)C(=O)/C=C/c3cccs3)sc2c1
 : 3, 4, -0.4, -0.6, -4, 0, -2, -0.4, 0.7, -1.8, 0.1
CC(=O)c1c(N2CCOCC2)[nH]c(-c2ccccc2)nc1=S
 : -3, 15, 0.4, -0.6, 4, -3, -4, 2.9, 0.2, 4.5, 4.3
COc1ccccc1-c1nnc(C2CCN(S(=O)(=O)c3ccccc3[N+](=O)[O-])CC2)o1
 : -2, 11, 0.3, -1.0, -3, -7, -9, -1.0, -0.2, -0.6, 1.8
O=C1S/C(=C/c2ccccc2)C(=O)N1CC(O)Cn1c2ccccc2c2ccccc21 (centres undefined)
 : -3, 4, -0.5, -0.5, -2, 8, -6, -1.4, -0.2, 0.0, -0.2
Cc1cc(N2CCCCC2)n2ncc(-c3ccccc3)c2n1
 : -2, -33, -0.7, -0.6, 0, -2, -4, 2.6, 2.1, 5.1, -3.2
O=C(CSc1ccccn1)Nc1ccc(Cl)c([N+](=O)[O-])c1
 : 2, 1, -0.5, -1.7, 2, 1, 5, 2.3, 0.4, -1.2, 0.9
CCOC(=O)Cn1c(S(=O)(=O)Cc2ccc(Cl)cc2)nc(-c2ccccc2)c1-c1ccccc1
 : -20, 3, -0.1, -1.1, -1, -3, -15, -0.7, 0.3, -1.3, -0.8
CSCC[C@@H](C(=O)O)N1Cc2ccccc2C1=O
 : 3, 0, -0.3, -0.1, 0, 1, -3, -3.4, 0.5, 6.0*, 1.9
CC(C)CC(NC(=O)CC12CC3CC(CC(C3)C1)C2)C(=O)NC1=NCCS1 (centres undefined)
 : -3, 0, 0.2, -1.6, -1, -2, -1, -3.7, -0.1, -0.6, 2.4
CC(C)OC(=O)n1c(=S)oc2ccccc21
 : 3, 8, 1.3, -1.5, 4, -2, -3, -1.1, 0.8, -1.8, 3.0
CCOc1ccc(NC(=O)NNC(=O)C2CCC(C(C)(C)C)CC2)cc1 (centres undefined)
 : 2, -5, 0.3, -0.8, -5, 1, 4, 1.6, 0.2, -0.1, 1.4
